Screening results: PubChem BioAssay, several laboratories
COUP-TFII inh = NR2F2 (human) inhibition, primary screen; AID 686940; P24468; hit rate 0.7% among 370,000; inhibition, % at 8.6 µM; HEK293T NGFI-A luciferase reporter, luminescence;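 active means inhibition above a per-plate cutoff, mean inhibition of test wells between control levels plus 3 SD, cut at about 38% in these data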;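 further: cells cotransfected with COUP-TFII expression vector driving the NGFI-A reporter; 0% = median of COUP-TF2 test wells and 100% = reporter-only cells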
LRH-1 inv ag = NR5A2 inverse agonism in reporter assay; HEK293T StAR-luciferase reporter, LRH-1 transfected, 24 h; O00482; inhibition, % at 3.6 µM; AID 602396; hit rate 0.13% among 360,000;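 active means inhibition above the mean inhibition of all tested compounds plus 3 SD, cut at about 73% in these data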;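 further: 0% = DMSO wells and 100% = reporter-only cells lacking LRH-1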
NCOA1 inh = inhibits human SRC1 coactivator. Q15788. HEK293 GAL4-SRC1 luciferase reporter, luminescence. inhibition, % at 3.6 µM. hit rate 0.12% among 360,000. AID 588354;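 active means inhibition above the campaign mean plus 3 SD, with each screening campaign given its own cutoff, cut at about 60% in these data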;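 further: 0% = DMSO treated cells and 100% = gossypol at 36 µM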
Target sequence (Q15788 whole entry, looked up, the tested form may be a part): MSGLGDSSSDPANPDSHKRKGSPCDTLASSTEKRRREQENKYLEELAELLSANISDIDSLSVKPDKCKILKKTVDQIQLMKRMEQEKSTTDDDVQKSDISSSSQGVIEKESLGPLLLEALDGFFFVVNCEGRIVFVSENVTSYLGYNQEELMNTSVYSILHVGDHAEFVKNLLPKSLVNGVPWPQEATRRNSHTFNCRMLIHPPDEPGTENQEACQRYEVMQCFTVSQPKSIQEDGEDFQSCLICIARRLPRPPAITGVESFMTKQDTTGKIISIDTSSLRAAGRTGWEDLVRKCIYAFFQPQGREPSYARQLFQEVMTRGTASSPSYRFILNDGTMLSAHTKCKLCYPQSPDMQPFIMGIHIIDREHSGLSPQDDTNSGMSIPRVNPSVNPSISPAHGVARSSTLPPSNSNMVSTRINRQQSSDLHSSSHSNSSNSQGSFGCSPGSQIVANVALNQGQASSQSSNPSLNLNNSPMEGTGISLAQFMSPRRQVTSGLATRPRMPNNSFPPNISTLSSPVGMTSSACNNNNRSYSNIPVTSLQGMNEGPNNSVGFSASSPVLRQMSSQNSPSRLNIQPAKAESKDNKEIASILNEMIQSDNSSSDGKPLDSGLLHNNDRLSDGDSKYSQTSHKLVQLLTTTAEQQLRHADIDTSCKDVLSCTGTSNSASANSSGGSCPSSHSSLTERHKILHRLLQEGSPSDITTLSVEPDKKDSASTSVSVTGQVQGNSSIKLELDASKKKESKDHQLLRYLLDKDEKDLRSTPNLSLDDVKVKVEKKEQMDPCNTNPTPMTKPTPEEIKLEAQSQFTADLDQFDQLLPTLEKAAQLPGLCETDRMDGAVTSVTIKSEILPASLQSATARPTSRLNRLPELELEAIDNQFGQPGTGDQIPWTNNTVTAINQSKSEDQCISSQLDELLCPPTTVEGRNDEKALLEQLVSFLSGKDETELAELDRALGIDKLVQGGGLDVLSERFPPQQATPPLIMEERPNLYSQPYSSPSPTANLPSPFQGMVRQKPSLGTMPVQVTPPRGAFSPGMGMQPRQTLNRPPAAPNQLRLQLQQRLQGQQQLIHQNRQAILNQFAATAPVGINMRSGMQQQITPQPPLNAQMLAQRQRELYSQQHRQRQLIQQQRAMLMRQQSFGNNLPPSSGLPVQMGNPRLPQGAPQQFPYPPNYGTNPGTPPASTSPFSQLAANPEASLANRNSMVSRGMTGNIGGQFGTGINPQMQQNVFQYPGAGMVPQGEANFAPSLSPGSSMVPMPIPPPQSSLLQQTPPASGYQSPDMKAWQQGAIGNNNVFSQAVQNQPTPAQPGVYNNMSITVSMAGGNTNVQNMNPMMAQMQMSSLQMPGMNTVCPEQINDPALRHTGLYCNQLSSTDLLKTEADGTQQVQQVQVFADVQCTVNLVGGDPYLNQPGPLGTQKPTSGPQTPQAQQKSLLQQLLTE
NOD2 RIPK2 PPI = blocks binding of human NOD2 to RIPK2 | hit rate 0.38% among 360,000 | CHO BLA complementation NOD2-RIPK2, CCF4 ratio | inhibition, % at 4.98 µM; in the data active means inhibition above about 21%;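 further: 0% = vehicle only and 100% = reference blocker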
SRC2 inh = human SRC2 (NCOA2) inhibition; Q15596; HEK293 GAL4-SRC2 luciferase reporter, luminescence; inhibition, % at 9 µM; hit rate 0.17% among 370,000; AID 651957;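 active means inhibition above the mean inhibition of all tested compounds plus 3 SD, set per campaign, cut at about 52% in these data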;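 further: 0% = DMSO treated cells and 100% = cells given Gossypol at 36 µM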
Exocytosis inh = lytic granule exocytosis inhibition | TALL-104 LAMP-1 surface exposure, flow cytometry; cells stimulated with thapsigargin and PMA | inhibition, % at 10 µM | hit rate 0.66% among 360,000 | AID 651702;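 active means inhibition above about 55%, limit read from the data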
ABHD5 PLIN5 PPI = inhibitors of human ABHD5-perilipin-5 interaction. Split G. princeps luciferase complementation, luminescence, 4 h. AID 602281. hit rate 0.78% among 360,000. inhibition, % at 4 µM. Q00G26+Q8WTS1;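 active means inhibition above the mean inhibition across every tested compound plus 3 SD, cut at about 22% in these data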;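 further: 0% = DMSO only wells and the 100% control is not disclosed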
TWEAK-Fn14 inh = blocks TWEAK-Fn14 interaction in a reporter cell assay; inhibition, % at 10 µM; hit rate 2% among 360,000; TWEAK-stimulated Fn14 reporter cells, luciferase luminescence, 8 h; AID 1159606; in the data active means inhibition above about 50%
TROY NFkB inh = TROY signaling inhibition; Q293 LMP1-TROYcd NF-kB luciferase reporter, 4 h; inhibition, % at 10 µM; hit rate 0.98% among 360,000; AID 1347056;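 active means compounds whose plate-normalised and pattern-corrected inhibition of the luciferase reporter signal at the single screening dose is 50% or more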
SRC3 inh = inhibits human SRC3 coactivator; Q9Y6Q9; HEK293 GAL4-SRC3 luciferase reporter, luminescence; inhibition, % at 3.6 µM; hit rate 0.17% among 360,000; AID 588352;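 active means inhibition above a per-campaign cutoff, the mean of all compounds plus 3 SD, cut at about 60% in these data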;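 further: 0% = DMSO-treated cells and 100% = gossypol-treated cells at 36 µM; higher means less SRC3-driven luciferase light from the GAL4 reporter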
TLR9-MyD88 inh = TLR9-MyD88 interaction inhibition; CHO BLA complementation TLR9-MyD88, CCF4 FRET ratio; hit rate 0.21% among 340,000; Q9NR96+Q99836; inhibition, % at 4.98 µM;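 active means inhibition above the mean over all tested compounds plus 3 SD, cut at about 21% in these data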;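 further: 0% = DMSO only wells and 100% = clavulanate BLA inhibitor control wells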
* hit, by the source's call. Not all compounds are listed; count on the stated rates, not on these rows.

How did COc1ccc(C2CC2C(=O)c2ccccn2)cc1 (stereo unspecified) do in these assays?
COUP-TFII inh: 6; LRH-1 inv ag: -51; NCOA1 inh: -54; NOD2 RIPK2 PPI: 0; SRC2 inh: -73; Exocytosis inh: 1; ABHD5 PLIN5 PPI: 2; TWEAK-Fn14 inh: -24; TROY NFkB inh: -52; SRC3 inh: -49; TLR9-MyD88 inh: 3

Results for CCOc1cc(S(=O)(=O)N(CC)CC)ccc1Br ?
COUP-TFII inh: 0; LRH-1 inv ag: -5; NCOA1 inh: 12; NOD2 RIPK2 PPI: -13; SRC2 inh: 11; Exocytosis inh: 0; ABHD5 PLIN5 PPI: 6; TWEAK-Fn14 inh: -13; TROY NFkB inh: -21; SRC3 inh: 21; TLR9-MyD88 inh: 3

How did CC(Oc1ccccc1)C(=O)N1CCN=C1SCc1ccccc1F (stereo unspecified) do in these assays?
COUP-TFII inh: -10; LRH-1 inv ag: -7; NCOA1 inh: -89; NOD2 RIPK2 PPI: 7; SRC2 inh: 0; Exocytosis inh: 0; ABHD5 PLIN5 PPI: -2; TWEAK-Fn14 inh: -5; TROY NFkB inh: 6; SRC3 inh: 11; TLR9-MyD88 inh: -3

How did COc1ccc(Cl)cc1C(=O)Nn1c(C)nc2ccccc2c1=O do in these assays?
COUP-TFII inh: 0; LRH-1 inv ag: -43; NCOA1 inh: 7; NOD2 RIPK2 PPI: 8; SRC2 inh: -27; Exocytosis inh: 5; ABHD5 PLIN5 PPI: 9; TWEAK-Fn14 inh: -14; TROY NFkB inh: -16; SRC3 inh: 18; TLR9-MyD88 inh: 1

How did CCN(CC(=O)c1c(N)n(C)c(=O)n(C)c1=O)c1cccc2ccccc12 do in these assays?
COUP-TFII inh: 4; LRH-1 inv ag: 10; NCOA1 inh: -21; NOD2 RIPK2 PPI: -6; SRC2 inh: 4; Exocytosis inh: -1; ABHD5 PLIN5 PPI: 0; TWEAK-Fn14 inh: 99*; TROY NFkB inh: 57*; SRC3 inh: 5; TLR9-MyD88 inh: -11

How did COc1ccc(OC)c(NC(=S)N2CCCC2)c1 do in these assays?
COUP-TFII inh: 4; LRH-1 inv ag: -14; NCOA1 inh: -10; NOD2 RIPK2 PPI: 4; SRC2 inh: -1; Exocytosis inh: 4; ABHD5 PLIN5 PPI: -4; TWEAK-Fn14 inh: 6; TROY NFkB inh: -51; SRC3 inh: -18; TLR9-MyD88 inh: -6

Results for Cc1ccc(NC(=O)N2CCCCC2)cc1NC(=O)N1CCCCC1 ?
COUP-TFII inh: 23; LRH-1 inv ag: 7; NCOA1 inh: -44; NOD2 RIPK2 PPI: 1; SRC2 inh: 10; Exocytosis inh: 7; ABHD5 PLIN5 PPI: 1; TWEAK-Fn14 inh: 13; TROY NFkB inh: 0; SRC3 inh: -57; TLR9-MyD88 inh: 1

What do the screens show for `O=C(Nc1ccc2oc(-c3ccccc3)nc2c1)C1CCCO1` (stereo unspecified)?
COUP-TFII inh: -81; LRH-1 inv ag: -158; NCOA1 inh: -95; NOD2 RIPK2 PPI: -2; SRC2 inh: -58; Exocytosis inh: 1; ABHD5 PLIN5 PPI: 6; TWEAK-Fn14 inh: 3; TROY NFkB inh: -99; SRC3 inh: -60; TLR9-MyD88 inh: -1

How did O=C(Nc1ccc(F)c(Cl)c1)c1cc(C2CCCCN2C(=O)c2ccc(Cl)cc2)on1 (stereo unspecified) do in these assays?
COUP-TFII inh: -7; LRH-1 inv ag: -4; NCOA1 inh: 4; NOD2 RIPK2 PPI: 0; SRC2 inh: 4; Exocytosis inh: -3; ABHD5 PLIN5 PPI: -3; TWEAK-Fn14 inh: 14; TROY NFkB inh: 8; SRC3 inh: 12

Results for Nc1nnnn1/N=C/c1ccc(Cl)cc1 ?
COUP-TFII inh: 1; LRH-1 inv ag: -25; NCOA1 inh: -3; NOD2 RIPK2 PPI: 4; SRC2 inh: 1; Exocytosis inh: -4; ABHD5 PLIN5 PPI: -3; TWEAK-Fn14 inh: -15; TROY NFkB inh: -1; SRC3 inh: -4; TLR9-MyD88 inh: 0

How did Brc1ccc(-c2cn3nc4c(nc3n2)CCCC4)cc1 do in these assays?
COUP-TFII inh: -58; LRH-1 inv ag: -99; NCOA1 inh: -104; NOD2 RIPK2 PPI: 3; SRC2 inh: -20; Exocytosis inh: -2; ABHD5 PLIN5 PPI: -5; TWEAK-Fn14 inh: -16; TROY NFkB inh: -4; SRC3 inh: -81; TLR9-MyD88 inh: -6

What do the screens show for `O=C(NNC(=O)c1ccccc1[N+](=O)[O-])c1ccccn1`?
COUP-TFII inh: -6; LRH-1 inv ag: -2; NCOA1 inh: 1; NOD2 RIPK2 PPI: -9; SRC2 inh: -20; Exocytosis inh: -3; ABHD5 PLIN5 PPI: -2; TWEAK-Fn14 inh: -11; TROY NFkB inh: -3; SRC3 inh: 14; TLR9-MyD88 inh: -4

What do the screens show for `CCN(CC)c1ccc(/C=C/c2ccc3ccc(OC)cc3[n+]2CC)cc1`?
COUP-TFII inh: 51*; LRH-1 inv ag: 74*; NCOA1 inh: 46; NOD2 RIPK2 PPI: 2; SRC2 inh: -18; Exocytosis inh: -13; ABHD5 PLIN5 PPI: 19; TWEAK-Fn14 inh: 63*; TROY NFkB inh: 45; SRC3 inh: 51; TLR9-MyD88 inh: 4

What do the screens show for `O=C(CNS(=O)(=O)c1cccs1)NCCc1ccc(Cl)cc1`?
COUP-TFII inh: -24; LRH-1 inv ag: 2; NCOA1 inh: -12; NOD2 RIPK2 PPI: 3; SRC2 inh: -15; Exocytosis inh: 20; ABHD5 PLIN5 PPI: -6; TWEAK-Fn14 inh: 42; TROY NFkB inh: -5; SRC3 inh: -2; TLR9-MyD88 inh: -14

What do the screens show for `COc1ccc(C2N(Cc3ccccc3)CCN2Cc2ccccc2)cc1[N+](=O)[O-]`?
COUP-TFII inh: 4; LRH-1 inv ag: 13; NCOA1 inh: -8; NOD2 RIPK2 PPI: 1; SRC2 inh: -7; Exocytosis inh: 3; ABHD5 PLIN5 PPI: 3; TWEAK-Fn14 inh: -15; TROY NFkB inh: 3; SRC3 inh: 2; TLR9-MyD88 inh: 0

Results for Cn1nc(C(=O)OCC(=O)Nc2sccc2C(N)=O)c2ccccc2c1=O ?
COUP-TFII inh: 16; LRH-1 inv ag: -9; NCOA1 inh: -10; NOD2 RIPK2 PPI: -7; SRC2 inh: -3; Exocytosis inh: 12; ABHD5 PLIN5 PPI: -1; TWEAK-Fn14 inh: -2; TROY NFkB inh: 19; SRC3 inh: 8; TLR9-MyD88 inh: -9

What do the screens show for `CCCOC(=O)c1ccc(NC(=O)Cc2cccs2)cc1`?
COUP-TFII inh: -23; LRH-1 inv ag: -29; NCOA1 inh: -45; NOD2 RIPK2 PPI: -3; SRC2 inh: -37; Exocytosis inh: -1; ABHD5 PLIN5 PPI: -7; TWEAK-Fn14 inh: -38; TROY NFkB inh: -65; SRC3 inh: -52; TLR9-MyD88 inh: 1

How did CCOC(=O)C1CCN(CC(C)(C)NS(=O)(=O)c2ccccc2)CC1 do in these assays?
COUP-TFII inh: -1; LRH-1 inv ag: -7; NCOA1 inh: -10; NOD2 RIPK2 PPI: 1; SRC2 inh: 6; Exocytosis inh: -10; ABHD5 PLIN5 PPI: 5; TWEAK-Fn14 inh: 20; TROY NFkB inh: -4; SRC3 inh: -9; TLR9-MyD88 inh: -5

What do the screens show for `C=CCc1ccc(OCCCNCc2ccccc2)c(OC)c1`?
COUP-TFII inh: 1; LRH-1 inv ag: -4; NCOA1 inh: -1; NOD2 RIPK2 PPI: 7; SRC2 inh: -8; Exocytosis inh: 34; ABHD5 PLIN5 PPI: 4; TWEAK-Fn14 inh: -5; TROY NFkB inh: -5; SRC3 inh: 2; TLR9-MyD88 inh: -10

How did O=C(O)c1ccc(C=NN=C2c3ccccc3-c3ccccc32)cc1 do in these assays?
COUP-TFII inh: -5; LRH-1 inv ag: 6; NCOA1 inh: -22; NOD2 RIPK2 PPI: 1; SRC2 inh: 6; Exocytosis inh: -5; ABHD5 PLIN5 PPI: -12; TWEAK-Fn14 inh: -3; TROY NFkB inh: -13; SRC3 inh: -12; TLR9-MyD88 inh: -11

What do the screens show for `COc1ccccc1CN1C(=O)[C@H]2Cc3c([nH]c4ccccc34)C(C)(C)N2C1=O`?
COUP-TFII inh: -3; LRH-1 inv ag: 22; NCOA1 inh: 5; NOD2 RIPK2 PPI: -1; SRC2 inh: 4; Exocytosis inh: -6; ABHD5 PLIN5 PPI: 1; TWEAK-Fn14 inh: 32; TROY NFkB inh: 13; SRC3 inh: 14; TLR9-MyD88 inh: -4

Results for O=C1C2C(c3ccccc3)CC=CC2[C@H](c2cccc([N+](=O)[O-])c2)N1Cc1ccccc1 (stereo partly specified) ?
COUP-TFII inh: -7; LRH-1 inv ag: 20; NCOA1 inh: -11; NOD2 RIPK2 PPI: -13; SRC2 inh: 31; Exocytosis inh: -7; ABHD5 PLIN5 PPI: 2; TWEAK-Fn14 inh: 7; TROY NFkB inh: 15; SRC3 inh: 8; TLR9-MyD88 inh: 2

How did O=C(O)/C=C/C(=O)N1Cc2cc3ccccc3nc2C1 do in these assays?
COUP-TFII inh: 4; LRH-1 inv ag: 0; NCOA1 inh: 7; NOD2 RIPK2 PPI: -5; SRC2 inh: -25; Exocytosis inh: 1; ABHD5 PLIN5 PPI: -4; TWEAK-Fn14 inh: 18; TROY NFkB inh: 11; SRC3 inh: -7; TLR9-MyD88 inh: -1

Results for O=C(CN(c1ccccc1)S(=O)(=O)c1ccccc1[N+](=O)[O-])N1CCCC1 ?
COUP-TFII inh: -1; LRH-1 inv ag: -5; NCOA1 inh: -3; NOD2 RIPK2 PPI: -8; SRC2 inh: 4; Exocytosis inh: 13; ABHD5 PLIN5 PPI: 3; TWEAK-Fn14 inh: -6; TROY NFkB inh: -7; SRC3 inh: -7; TLR9-MyD88 inh: 5

What do the screens show for `CCOC(=O)C1CCCCN1S(=O)(=O)c1cc2c(cc1C)NC(=O)CO2` (stereo unspecified)?
COUP-TFII inh: 6; LRH-1 inv ag: 11; NCOA1 inh: 6; NOD2 RIPK2 PPI: -9; SRC2 inh: -7; Exocytosis inh: 1; ABHD5 PLIN5 PPI: 1; TWEAK-Fn14 inh: 13; TROY NFkB inh: 2; SRC3 inh: 14; TLR9-MyD88 inh: -14

How did Cc1ccc(CNC(=O)C2=NNC(=O)CC2)cc1 do in these assays?
COUP-TFII inh: 0; LRH-1 inv ag: 5; NCOA1 inh: -6; NOD2 RIPK2 PPI: -1; SRC2 inh: 1; Exocytosis inh: 0; ABHD5 PLIN5 PPI: 4; TWEAK-Fn14 inh: -3; TROY NFkB inh: 4; SRC3 inh: 20; TLR9-MyD88 inh: -5

For convenience, 2 of the compounds above:
How did COc1ccc(C2CC2C(=O)c2ccccn2)cc1 (stereo unspecified) do in these assays?
COUP-TFII inh: 6; LRH-1 inv ag: -51; NCOA1 inh: -54; NOD2 RIPK2 PPI: 0; SRC2 inh: -73; Exocytosis inh: 1; ABHD5 PLIN5 PPI: 2; TWEAK-Fn14 inh: -24; TROY NFkB inh: -52; SRC3 inh: -49; TLR9-MyD88 inh: 3

Results for CCOc1cc(S(=O)(=O)N(CC)CC)ccc1Br ?
COUP-TFII inh: 0; LRH-1 inv ag: -5; NCOA1 inh: 12; NOD2 RIPK2 PPI: -13; SRC2 inh: 11; Exocytosis inh: 0; ABHD5 PLIN5 PPI: 6; TWEAK-Fn14 inh: -13; TROY NFkB inh: -21; SRC3 inh: 21; TLR9-MyD88 inh: 3
